High-throughput results from PubChem BioAssay.
Fh CTSL1 inh: blocks F. hepatica cathepsin L1 in PFM18AAP counter-screen | recombinant F. hepatica cathepsin L1, Z-Leu-Arg-MCA fluorescence | inhibition, % at 5.96 µM | 300,000 tested, 0.49% active | AID 1906;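 active = inhibition above the mean of all tested compounds plus 3 SD, set per screening campaign, cut at about 17% in these data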;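 note: 0% = plate median of test compound wells and 100% = 1 µM Z-Phe-Ala-diazomethylketone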
procasp7 counter: counter-screen: procaspase-7 (human) activation. P55210. recombinant procaspase-7, Ac-DEVD-pNA absorbance 405 nm; D23A/D198A/D206A triple mutant, cannot self-cleave; scale: DMSO 0, 5 µM enzyme 100. activation, % at 8.5 µM. 330,000 tested, 0.093% active. AID 463210;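 active = percent activation above the screen-wide mean plus 3 SD, cut at about 25% in these data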
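Replicates: singlicate. Assay system: Procaspase-7 triple mutant (PC-7 D3A). Signal: 405 nm absorbance of p-nitroaniline. Times: 1 h preincubation, 2 h reaction. Buffer or medium: Zinc-free HEPES pH 7.4 with 300 mM NaCl, 0.01% Triton X-100. Also added: DEVD-pNA substrate. Benchmarks: DMSO wells as 0%, DMSO with 5 µM added PC-7 as 100%.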
TPT1 inhibitor: C. albicans TPT1 enzyme inhibition. recombinant caTPT1, FP RNA substrate dephosphorylation. inhibition, % at 5 µM. 300,000 tested, 0.81% active. AID 1962;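 active = inhibition above the mean of all tested compounds plus 3 SD, set per screening campaign, cut at about 24% in these data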;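 note: plate controls were DMSO alone for no effect and ferristatin control at 100 nM for full effect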
PP1 inh: counter-screen for PP5 inhibitors: inhibitors of human PP1-alpha; P62136; purified PP1alpha, OMFP fluorescence; inhibition, % at 6.7 µM; 320,000 tested, 0.9% active; AID 2235;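 active = inhibition above the mean inhibition of all tested compounds plus 3 SD, computed separately for each screening campaign, cut at about 15% in these data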
Target sequence (P62136 whole entry, looked up): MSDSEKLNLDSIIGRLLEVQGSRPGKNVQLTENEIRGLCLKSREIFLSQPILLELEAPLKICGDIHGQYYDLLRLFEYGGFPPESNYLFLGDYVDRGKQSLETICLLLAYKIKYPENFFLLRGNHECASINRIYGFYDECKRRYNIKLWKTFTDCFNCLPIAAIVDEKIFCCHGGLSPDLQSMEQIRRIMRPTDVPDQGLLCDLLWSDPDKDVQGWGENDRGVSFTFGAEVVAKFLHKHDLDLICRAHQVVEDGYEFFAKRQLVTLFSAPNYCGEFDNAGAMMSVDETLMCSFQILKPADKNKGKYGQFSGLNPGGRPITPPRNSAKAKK
PP5 inh: inhibitors of human protein phosphatase 5 (PP5) | purified PP5c, OMFP substrate fluorescence | inhibition, % at 6.7 µM | 320,000 tested, 0.18% active | AID 1987;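 active = inhibition above the campaign's mean inhibition across all tested compounds plus 3 SD, cut at about 9.5% in these data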;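 note: 0% = DMSO only and 100% = 100 µM cantharidin control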
Efflux pump inh: antifungal efflux pump inhibition, Nile Red retention; S. cerevisiae Candida pump triplex; inhibition, % at 10 µM; 330,000 tested, 0.44% active; AID 485275;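 active = plate passing quality check with inhibition over a set limit, or well fluorescence over plate mean plus 4 SD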;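 note: Nile Red retained in pooled yeast measured as flow cytometry median fluorescence; 0% = buffer negative control and 100% = Enniatin B positive control; higher means more Nile Red kept so more efflux inhibition; some compounds called inactive have numbers as strong as hits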
GASC-1 inh: inhibitors of human GASC-1 (JMJD2C) demethylase; 330,000 tested, 0.069% active; Q9H3R0; inhibition, % at 2.35 µM; GST-JMJD2C(1-420) H3K9me3 demethylation, DELFIA europium;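 active = more than half of a compound's replicate wells show inhibition beyond 50%, single wells judged on their own value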;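 note: signal counts dimethyl H3K9 product captured on neutravidin plate; 0% = median of DMSO wells and 100% = 0.3 times that DMSO median; strong numbers were not always called active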
Target sequence (Q9H3R0 1-420 limits assumed): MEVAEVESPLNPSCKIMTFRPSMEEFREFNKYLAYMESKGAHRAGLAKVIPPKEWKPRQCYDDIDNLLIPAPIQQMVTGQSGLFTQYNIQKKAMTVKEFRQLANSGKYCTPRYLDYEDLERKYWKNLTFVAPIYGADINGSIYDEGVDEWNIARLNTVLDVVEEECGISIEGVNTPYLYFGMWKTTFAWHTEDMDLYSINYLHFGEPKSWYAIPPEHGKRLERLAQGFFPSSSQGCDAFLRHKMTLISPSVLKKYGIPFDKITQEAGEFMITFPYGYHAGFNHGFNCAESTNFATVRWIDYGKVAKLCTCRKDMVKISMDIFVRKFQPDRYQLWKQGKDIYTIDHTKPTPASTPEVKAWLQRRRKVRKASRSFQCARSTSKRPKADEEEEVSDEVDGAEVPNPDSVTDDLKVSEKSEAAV
HCV core dimer: blocks dimerization of HCV core protein | 300,000 tested, 0.33% active | TR-FRET GST/Flag-core106 dimerization, 1536-well | AID 1899 | inhibition, % at 5 µM;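 active = inhibition above the mean of all tested compounds plus 3 SD, set per screening campaign, cut at about 45% in these data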
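System: GST/Flag-tagged HCV core106 proteins. Incubation: compound-protein-antibody incubation 4 h at 22.5 °C. Technique: HTRF with 340 nm excitation, 617/671 nm emission. Medium: KF-containing HEPES buffer, pH 7.45, DTT, CHAPS, BSA. Read-out: inhibition (%) from 671 over 617 nm ratio. Also added: Eu(K)-anti-GST 90 ng/mL plus XL665-anti-Flag 1 µg/mL.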
proCasp3 act: activators of human procaspase-3; P42574; recombinant procaspase-3 D3A, Ac-DEVD-pNA absorbance 405 nm; activation, % at 8.5 µM; 330,000 tested, 0.11% active; AID 463141;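 active = activation above the mean of all tested compounds plus 3 SD, cut at about 21% in these data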;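 note: 0% = DMSO alone and 100% = DMSO wells spiked with extra 5 µM PC-3 D3A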
Target sequence (P42574 whole entry D9A/D28A/D175A): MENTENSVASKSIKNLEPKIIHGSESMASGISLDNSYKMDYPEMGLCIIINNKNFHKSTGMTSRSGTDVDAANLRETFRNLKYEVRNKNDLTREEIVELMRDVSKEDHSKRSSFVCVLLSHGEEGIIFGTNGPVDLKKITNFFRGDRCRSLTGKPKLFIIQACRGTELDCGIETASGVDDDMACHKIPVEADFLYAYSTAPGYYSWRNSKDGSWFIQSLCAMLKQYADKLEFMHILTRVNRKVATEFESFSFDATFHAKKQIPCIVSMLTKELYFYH
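Test system: Procaspase-3 D3A mutant; medium: Zinc-free HEPES/NaCl buffer with 0.01% Triton X-100 at pH 7.4; reagent: DEVD-pNA substrate; doses: one concentration, 8.5 µM nominal, 0.8% DMSO; times: 1 h preincubation plus 2 h reaction at 25 °C; signal: Epi-absorbance at 405 nm of released p-nitroaniline, 0 and 120 min; replicates: singlicate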
Numbers without * were called inactive; x = not tested or not shown; & = joins results of further samples.

SMILES	Fh CTSL1 inh	procasp7 counter	TPT1 inhibitor	PP1 inh	PP5 inh	Efflux pump inh	GASC-1 inh	HCV core dimer	proCasp3 act
COc1ccc2c(c1)c(C(C)=O)c(C)n2CCc1ccc(OC)c(OC)c1	-1	9	-3	1	2.5	-0.3	-21	-10	3
COc1ccc(CN2C(=O)[C@@H]3Cc4c([nH]c5ccccc45)C(C)(C)N3C2=O)cc1	-1	6	0	3	4.6	x	14	-4	13
CON(c1nc(N(C)C)nc(N(C)C)n1)S(=O)(=O)c1ccccc1Cl	-2	0	2	-5	0.2	0.0	0	4	6
Cc1cccc(C(=O)OCC(=O)Nc2ccccc2C(=O)NC2CC2)c1	x	5	x	2	0.4	0.1	5	x	2
Cc1ccc(C(=O)N/C(=C\c2ccc3c(c2)OCO3)C(=O)Nc2ccc(C(=O)O)cc2)cc1	4	8	-2	-1	-0.6	0.2	-14	0	7
CC(C)(C)N1CC(C(=O)O)CC1=O (stereo unspecified)	0	0	-2	-2	-0.9	0.0	-1	6	4
Cn1c(SCC(=O)Nc2ccccc2)nnc1C(F)(F)F	3	6	-7	-3	-1.9	0.0	x	-2	5
Cc1cc(NC(=O)CN2CCCCC2)no1	0	8	1	-3	2.4	-0.1	3	-3	0
CCCC(CCC)n1[nH]c(=O)c2c(C)cc(C)nc21	-2	1	3	-1	1.5	0.0	-9	-7	6
Cc1noc(C)c1COC(=O)Cc1ccc(Cl)c(Cl)c1	0	1	2	0	2.3	-0.1	-10	-8	2
COc1cccc(S(=O)(=O)Nc2noc3ccccc23)c1	4	-5	1	1	-2.6	-0.2	-3	-6	5
COc1ccccc1NS(=O)(=O)c1ccc(Cl)c(NC(=O)C(C)N2C(=O)c3ccccc3C2=O)c1 (stereo unspecified)	25*	-1	-3	4	-0.8	-0.1	-3	7	4
CN(Cc1cccc(F)c1)C(=O)c1ccc(NS(=O)(=O)c2ccc3[nH]c(=O)[nH]c3c2)cc1	3	5	2	1	0.1	0.1	-14	6	-2
CCOC(=O)C1=C(C)N(CCCC(=O)O)C(=O)NC1c1ccc([N+](=O)[O-])cc1 (stereo unspecified)	-1	-8	2	0	-0.3	x	10	-1	2
Cc1c(C(=O)N2CCN(C3CCS(=O)(=O)C3)CC2)oc2c(F)cccc12 (stereo unspecified)	x	-1	x	-2	-2.3	-0.1	x	x	7
Cc1ccccc1OCC(O)CN1CCC(C)CC1 (stereo unspecified)	-2	21	0	-3	-0.8	-0.1	1	0	3
CCOC(=O)Cn1c(O)c(N=NC(=O)OC)c2ccccc21	2	-3	-1	1	7.0	0.1	-1	-4	4
S=C(N/N=C/c1ccccc1)N1CCOCC1	16	-8	-1	-6	-1.1	0.1	-4	-4	0
COc1ccccc1/C=C/C(=O)Oc1cccc2cccnc12	-12	2	0	0	5.3	0.1	10	-9	6
O=[N+]([O-])c1ccc(Nc2nc(NC3CCCCC3)nc(N3CCCC3)n2)cc1	-2	7	1	2	3.6	0.3	7	9	4
Cc1ccc2c(c1)-n1c(nc3ccccc3c1=O)C(Cc1ccccc1)NC2=O (stereo unspecified)	x	11	x	x	x	0.5	-3	x	-1
COc1ccc(S(=O)(=O)N2CCOCC2)cc1NC(=O)Cn1nnc2ccccc2c1=O	2	9	3	-5	0.2	-0.1	0	0	5
N=c1n(CCN2CCCCC2)c2ccccc2n1CC(=O)c1cccs1	5	0	3	0	1.3	0.0	9	-1	-6
CC1=C(C(=O)N(C)C)C(c2cccc(Cl)c2)NC(=O)N1 (stereo unspecified)	-2	7	-6	-7	0.5	0.0	3	5	1
COc1ccccc1CNC(=O)CN1NS(=O)(=O)c2ccccc2C1=O	x	4	x	x	x	0.2	4	x	7
CCn1c(C)nc2cc(NC(=O)Nc3cccc(C(C)=O)c3)ccc21	-1	0	0	-1	2.1	0.1	-16	2	3
CN(CCc1ccccn1)C(=O)Nc1ccc(C(C)(C)C)cc1	2	-2	2	-3	1.5	0.0	9	0	5
O=C(Nc1cccc(O)c1)c1noc2c1CCc1ccccc1-2	0	6	0	-4	4.4	-0.1	6	-1	10
COc1ccccc1-c1nnc(SCC(=O)Nc2nc(-c3ccccc3)cs2)n1C	-2	8	-3	3	4.6	0.1	0	20	-4
CN(CC(=O)Nc1ccc(F)cc1)CC(=O)N1CCCCCC1	x	6	x	-5	-1.3	0.3	-2	x	0
COc1ccc(C(=O)N2CCCCCCC2)cc1OC1CCN(C(C)C)CC1	-3	2	-3	-4	3.0	0.1	20	4	7
O=C(Nc1ccccc1)c1ccccc1CC[N+](=O)[O-]	3	12	0	-3	-1.1	0.1	-6	-2	-10
CC1=C(C(=O)OC(C)C)C(c2ccc(C)o2)NC(=O)N1 (stereo unspecified)	-3	0	-13	-1	1.9	-0.2	25	2	-4
Cc1nn(C(=O)c2nn(C)cc2Cl)c(C)c1Br	-1	7	-3	8	0.5	0.1	0	0	0
CCN1CCN(c2c(Cl)cccc2NC(=O)c2ccc3nsnc3c2)CC1	-1	8	1	-4	0.4	0.2	1	-1	1
COc1cccc(NC(=O)C2CCOC2=O)c1 (stereo unspecified)	2	7	-2	-2	-0.6	0.2	13	2	0
CC1=C([N+](=O)[O-])C(c2ccccc2Cl)NC(=O)N1 (stereo unspecified)	2	5	0	-6	0.9	-0.2	72	-4	-7
CC(C(=O)N1CCCC1)N(C)CC(=O)Nc1cccc(F)c1 (stereo unspecified)	x	0	x	-1	0.1	-0.1	3	x	-3
FC(F)Sc1ccc(NC(=S)NC2CCCCC2)cc1	2	7	2	2	5.7	-0.2	3	-8	-1
NC(=O)c1ccc(N=C2C(=O)Nc3ccc([N+](=O)[O-])cc32)cc1	109*	-14	4	1	2.1	-0.1	-16	-2	-5
O=[N+]([O-])c1cccnc1N1CCN(Cc2ccc3c(c2)OCO3)CC1	4	11	-3	-1	0.4	-0.2	5	-5	-5
COc1ccccc1C(CC(N)=O)c1ccco1 (stereo unspecified)	-1	6	3	-3	-2.0	-0.1	20	-1	9
O=C(C1=C(O)C(=O)N(CCN2CCOCC2)C1c1cccc(Br)c1)c1cccs1 (stereo unspecified)	0	-5	-3	2	3.0	-0.1	6	-5	7
C[N+](C)(C)CC(=O)N/N=C/c1c2ccccc2cc2ccccc12	0	-1	-2	-3	-0.4	-0.1	0	-26	0
N#C/C(=C\c1ccccc1)C(=O)NC(=O)Oc1ccccc1	3	8	-1	-3	0.3	-0.2	-2	-4	-3
O=C(OCC(F)(F)C(F)F)c1ccccc1C(=O)Oc1ccc(F)cc1F	5	4	-2	4	4.5	-0.1	-18	-1	1
Cc1cccc(N2CCN(C(=O)C3CCN(S(=O)(=O)c4cccnc4)CC3)CC2)c1C	1	0	0	1	1.6	0.4	-4	6	6
CS(=O)(=O)N(Cc1ccc(Cl)cc1)c1ccc(C(=O)Nc2cccnc2)cc1	1	6	-3	-1	-1.0	-0.2	18	-2	5
C/C(=N\NC(=O)CCc1ccc(S(=O)(=O)N2CCOCC2)cc1)c1ccc(OC(F)F)cc1	2	-2	0	-4	-1.4	0.1	8	0	-1
Cn1cnc2cc(NS(=O)(=O)c3ccc(Br)cc3)ccc21	-2	5	-3	0	3.7	0.0	-6	0	-6
OC(c1ccc(F)cc1)C(CN1CCOCC1)c1ccccc1 (stereo unspecified)	-1	4	1	0	2.7	0.6	21	-4	7
OC(COCc1ccco1)CN1CCN(C(c2ccccc2)c2ccccc2)CC1 (stereo unspecified)	1	-19	0	5	0.3	0.0	-5	3	-11
Cc1ccc(C(=O)ONc2ccc(N=O)cc2)cc1	3	-2	-10	-2	-0.5	-0.1	2	-8	-1
COc1ccccc1Nc1ccc(NS(=O)(=O)c2ccc(C(C)=O)cc2)cc1	3	-10	-4	0	5.4	-2.8	6	5	5
COc1ccc(N2CCN(C(=O)c3ccc(C)cc3)CC2)c([N+](=O)[O-])c1	-6	1	0	-2	-1.4	0.0	3	9	4
CC1C(=O)NN=C1C(=O)N/N=C/c1cccs1 (stereo unspecified)	-4	5	1	-2	-1.6	0.1	-14	-10	0
CCOC(=O)c1ccccc1NS(=O)(=O)c1ccc(OC)cc1	1	0	-1	0	0.9	-0.1	-9	3	7
O=C(NCCO)/C(=C\c1ccc([N+](=O)[O-])o1)NC(=O)c1ccccc1	-1	-1	1	1	2.3	-0.1	-6	-7	-12
c1ccc(Cn2ncc3c(NCc4ccco4)ncnc32)cc1	-1	-5	0	-1	0.1	0.0	0	0	-6
CCOc1ccc(S(N)(=O)=O)cc1-c1nc2c(C(C)(C)C)nn(C)c2c(=O)[nH]1	1	2	-2	1	0.9	-0.1	-5	0	6
Continuation.
SMILES	Fh CTSL1 inh	procasp7 counter	TPT1 inhibitor	PP1 inh	PP5 inh	Efflux pump inh	GASC-1 inh	HCV core dimer	proCasp3 act
N#Cc1ccccc1NC(=O)C(=O)NCCCN1CCCC1=O	5	0	2	-3	1.7	0.1	8	1	6
CCOc1ccc2[nH]c(=O)c(CN(CC3CCCN3CC)C(=O)NCc3ccccc3)cc2c1 (stereo unspecified)	2	-2	14	9	3.3	0.0	6&-9	6	1
Cc1cc(N2CC(C)OC(C)C2)nc(C(C)C)n1 (stereo unspecified)	-1	3	0	2	0.8	0.0	6	2	-11
CC(C)(C(=O)O)n1cncn1	-6	2	-4	1	1.8	0.2	-4	2	6
O=C(CNC(=O)c1ccccc1F)NCCc1ccc(Cl)cc1Cl	4	-3	3	-5	0.2	-0.1	-10	-16	7
Cc1nc(-c2c(-c3ccc(O)cc3O)noc2C(F)(F)F)cs1	-2	1	-8	-2	6.4	-0.1	-1	-5	2
COC(=O)c1cccc(NC(=O)Nc2ccc(Cl)cc2Cl)c1	-2	3	1	5	0.5	-0.1	-19	-2	5
CC[N+](C)(CC)CC(O)COCC1COc2ccccc2O1 (stereo unspecified)	0	-1	2	-1	-0.1	0.1	2	-2	-11
N#C/C(=C\c1c(N2CCC(C(N)=O)CC2)nc2ccccn2c1=O)S(=O)(=O)c1ccc(Cl)cc1	-5	-13	13	-4	2.4	0.1	-11	1	-17
Cc1oc(-c2ccc(Cl)cc2)cc1-c1nn2c(-c3ccoc3C)nnc2s1	-1	-16	19	24*	2.4	2.3	-10&4	84*	-4

Single records, from the list above. Values in the order: Fh CTSL1 inh, procasp7 counter, TPT1 inhibitor, PP1 inh, PP5 inh, Efflux pump inh, GASC-1 inh, HCV core dimer, proCasp3 act
Record of `N#Cc1ccccc1NC(=O)C(=O)NCCCN1CCCC1=O` = 5, 0, 2, -3, 1.7, 0.1, 8, 1, 6
Record of `Cc1nc(-c2c(-c3ccc(O)cc3O)noc2C(F)(F)F)cs1` = -2, 1, -8, -2, 6.4, -0.1, -1, -5, 2
